hIAP inh: human IAP inhibitors, primary screen, biochemical, luminescence, uHTS; purified IAP, CDP-Star luminescence, 30 min; inhibition, % at 10 µM; 0.12% of 330,000 active; AID 2544, 2010;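 active means inhibition reaching a set limit with compound at 10 µM in the primary screen, cut at about 35% in these data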;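 further: plate controls were DMSO wells with enzyme for no effect and no-enzyme buffer wells for full effect; values of inactives mirror those of a sister screen read the other way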
Target sequence (P09923 whole entry, looked up): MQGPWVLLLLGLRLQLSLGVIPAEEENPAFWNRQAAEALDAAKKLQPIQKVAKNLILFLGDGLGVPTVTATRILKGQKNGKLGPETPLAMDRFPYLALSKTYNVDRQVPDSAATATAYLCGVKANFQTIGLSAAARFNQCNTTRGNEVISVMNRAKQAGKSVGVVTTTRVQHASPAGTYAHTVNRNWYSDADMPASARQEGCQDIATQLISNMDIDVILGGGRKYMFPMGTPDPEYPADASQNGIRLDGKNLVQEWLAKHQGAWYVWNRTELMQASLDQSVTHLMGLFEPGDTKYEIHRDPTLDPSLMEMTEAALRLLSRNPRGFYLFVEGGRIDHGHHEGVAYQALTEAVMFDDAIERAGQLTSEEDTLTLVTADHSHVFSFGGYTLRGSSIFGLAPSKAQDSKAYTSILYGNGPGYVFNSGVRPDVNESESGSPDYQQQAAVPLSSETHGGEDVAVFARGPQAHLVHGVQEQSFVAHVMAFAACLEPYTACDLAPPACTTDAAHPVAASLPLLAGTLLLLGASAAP
mIAP act: activators of mouse IAP, primary screen, biochemical, luminescence, uHTS; 0.24% of 330,000 active; AID 2805, 2010; activation factor at 10 µM; muIAP, CDP-Star luminescence, 30 min; stronger effect = higher value; 1 = vehicle-only enzyme signal, 0 = enzyme-free wells;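 active means activation factor of at least 2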; further: the source names both 10 and 20 µM as test concentration; values of inactives mirror those of a sister screen read the other way
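also added = chemiluminescent substrate CDP-Star | test system = mouse IAP enzyme | signal = chemiluminescence readout | compound = DMSO-dissolved test compounds | incubation = 30 min at room temperature | benchmarks = DMSO wells, no-enzyme wells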
APOBEC3A inh: APOBEC3A ssDNA deaminase inhibitors, primary screen, selectivity assay for APOBEC3G inhibitor project, biochemical, FAM/TAMRA oligo cleavage fluorescence | DNA dC->dU-editing enzyme APOBEC-3A (Homo sapiens), P31941 | recombinant A3A, FAM/TAMRA ssDNA deamination fluorescence | inhibition, % at 20 µM | 0.41% of 330,000 active | AID 493011, 2011;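 active means at least 40% inhibition at 20 µM here, with at most 30% in a related deaminase screen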;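 further: plate controls were A3A with DMSO for no effect and wells lacking A3A enzyme for full effect; some results filed as inactive read as strong as hits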
Target sequence (P31941 whole entry, looked up): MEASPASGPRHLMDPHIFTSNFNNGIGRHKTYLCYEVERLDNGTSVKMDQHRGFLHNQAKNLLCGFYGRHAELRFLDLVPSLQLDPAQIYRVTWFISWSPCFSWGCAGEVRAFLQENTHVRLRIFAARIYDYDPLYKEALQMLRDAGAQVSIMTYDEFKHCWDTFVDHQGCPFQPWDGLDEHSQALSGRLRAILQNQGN
tim10-1 inh: growth inhibitors of tim10-1 mutant yeast, primary screen, luminescence, uHTS | inhibition, % at 20 µM | AID 463190, 2010 | S. cerevisiae tim10-1 ts strain growth, BacTiter-Glo, 24 h | 2.2% of 330,000 active;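 active means inhibition of at least 40%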;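 further: mutant grown at 25 °C; 0% = DMSO wells with yeast and 100% = wells holding no yeast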
NALP3 yeast inh: NALP3 inflammasome inhibitors in reconstituted yeast, primary screen, luminescence, uHTS. Yeast reconstituted NLRP3/ASC/caspase-1, beta-gal luminescence, 24 h. inhibition, % at 10 µM. 0.39% of 330,000 active. AID 2825, 2010;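 active means inhibition of 50% or more; inactive means inhibition below 50%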;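 further: plate controls were induced DMSO wells for no effect and uninduced yeast grown without galactose for full effect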
TIM10 inh: growth inhibitors of isogenic TIM10 control yeast, primary screen, counter-screen for tim10-1 yeast inhibitor project, luminescence, uHTS; S. cerevisiae TIM10 strain growth, BacTiter-Glo luminescence, 24 h; inhibition, % at 10 µM; 1.4% of 330,000 active; AID 463195, 2010;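 active means inhibition of 40% or more at the single tested concentration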;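 further: wild-type TIM10 isogenic control strain grown at permissive 25 °C; 0% = DMSO yeast wells and 100% = minimal medium wells without yeast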
beta cell repl: inducers of MIN6 beta-cell proliferation, primary screen, ATP luminescence, uHTS. MIN6 cells proliferation, ATPlite luminescence, 48 h; cells starved in 0.2% serum; 100% = growth in 10% serum. proliferation, % at 10 µM. 0.29% of 330,000 active;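 active means compounds whose signal lies at least 3.5 SD above the mean of all wells on their plate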;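 further: 0% = DMSO-treated cells in low-serum medium and 100% = 10% serum control; some compounds called inactive have numbers as strong as hits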
mIAP block: inhibitors of mouse IAP, primary screen, biochemical, luminescence, uHTS; intestinal alkaline phosphatase [Mus musculus]; purified mouse IAP, CDP-Star luminescence, 30 min; inhibition, % at 10 µM; 0.2% of 330,000 active;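 active means inhibition of at least 40% at 10 µM in the primary screen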;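 further: plate controls were DMSO with enzyme for no effect and no enzyme wells for full effect; values of inactives mirror those of a sister screen read the other way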
A3G deaminase: APOBEC3G DNA deaminase inhibitors, primary screen, biochemical, fluorescence, single-stranded DNA substrate, uHTS. DNA dC->dU-editing enzyme APOBEC-3G (Homo sapiens), Q9HC16. recombinant A3G, ssDNA deamination FAM/TAMRA fluorescence. inhibition, % at 20 µM. 0.28% of 330,000 active. AID 493012, 2011;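 active means inhibition of at least 40% at 20 µM, with no more than 30% in the related APOBEC3A deaminase screen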;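 further: plate controls were DMSO wells with A3G for no effect and wells lacking A3G enzyme for full effect; some compounds called inactive have numbers as strong as hits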
Active calls of the source: *.

Structure	APOBEC3A inh	mIAP act	A3G deaminase	tim10-1 inh	hIAP inh	beta cell repl	NALP3 yeast inh	TIM10 inh	mIAP block
CN1CCN(c2sc(S(C)(=O)=O)nc2S(=O)(=O)c2ccc(Cl)cc2)CC1	-7.2	0.923	-6.5	15.2	7.3	3.7	11.3	-10.6	7.7
COc1ccc(NC(=O)Cn2nnc(C(=O)NCc3ccco3)c2N)c(OC)c1	3.4	1.01	-3.1	0.0	-2.2	-0.7	12.8	-10.6	-0.8
Cc1ccc(N2C(=O)c3cccc4c([N+](=O)[O-])ccc(c34)C2=O)c2cccnc12	-3.2	0.967	-5.3	9.5	-3.8	-6.1	-3.9	-21.5	3.3
CC(=O)c1cccc(NC(=O)C2=CC(c3ccc4c(c3)OCO4)=NS(=O)(=O)N2C)c1	-6.8	1	-3.5	0.0	-21.0	-1.3	10.0	5.3	-0.5
COc1cccc(CNS(=O)(=O)/C=C/c2ccc(OC)c(OC)c2)c1	-3.6	0.933	-6.3	0.8	-4.6	-2.1	12.5	4.6	6.7
O=C(N/N=C/c1ccccn1)c1sc2ccccc2c1Cl	1.6	0.948	4.5	47.6*	1.4	-4.1	33.7	17.0	5.2
Cn1cc(S(=O)(=O)N2CCCC2)cc1C(=O)NCc1ccc(Cl)cc1	-4.1	1.2	-8.9	-16.2	-8.2	0.4	-1.4	1.4	-20.0
CC1CCCCC12NC(=O)N(CC(=O)OCc1cccc(F)c1)C2=O (stereo not drawn)	-2.9	1.05	-9.3	27.9	-1.7	1.4	6.2	20.9	-5.5
CCOC(=O)C1CCN(c2nc3ccccc3nc2C(C#N)C(=O)OCCOC)CC1 (stereo not drawn)	-5.1	0.93	-3.7	33.0	14.9	1.3	7.6	36.7	7.0
S=C(Nc1ccc(Cl)cc1)N1CCOCC1	2.9	1.01	-1.6	15.0	3.8	1.3	7.2	5.6	-0.8
CSc1ccc(/C=N/N2CCN(Cc3ccc(Cl)cc3)CC2)cc1	-0.9	0.882	-2.7	13.3	6.1	-0.8	9.8	10.2	11.8
CCCc1nc2ccc(NC(=O)NCCC(=O)OCC)cc2c(=O)n1Cc1ccc(Cl)cc1	0.1	1.54	-1.7	7.2	0.3	-3.1	21.7	12.2	-53.7
CC(Oc1cccc(Cl)c1)C(=O)NC1CC(C)(C)NC(C)(C)C1 (stereo not drawn)	-3.0	0.952	-5.9	4.1	-4.4	3.2	3.1	-0.5	4.8
COC(=O)c1ccc(COc2ccccc2/C=C/C(=O)c2ccc(OCC(=O)O)cc2)cc1	0.8	0.992	7.7	14.4	4.6	-3.7	23.7	-1.0	0.8
COc1ccc(OC)c(S(=O)(=O)NCC(c2cccs2)N2CCc3ccccc3C2)c1 (stereo not drawn)	8.2	0.974	-1.1	31.2	1.8	-6.2	22.2	18.2	2.6
O=C(c1sc2cc(F)ccc2c1Cl)N1CCN(c2cccc(Cl)c2)CC1	3.2	1.02	1.4	19.3	10.0	0.0	15.8	8.9	-1.6
CCOC(=O)c1cccc(NC(=O)C2CCCN(c3nnc(N4CCCC4=O)s3)C2)c1 (stereo not drawn)	-0.9	1.01	0.1	1.4	1.5	8.6	4.9	-9.6	-1.1
O=C(NCC(c1ccco1)N1CCc2ccccc2C1)C(=O)Nc1ccccc1 (stereo not drawn)	-2.4	1.02	-1.2	4.6	-2.7	-3.5	13.5	7.0	-2.4
O=C(CCC1CCCN(Cc2cccc3c2OCO3)C1)NCc1ccc(F)c(F)c1 (stereo not drawn)	3.5	0.997	-5.8	-10.1	-5.9	5.9	4.6	8.6	0.3
O=C(NCCc1nc2ccccc2[nH]1)/C(=C/c1ccco1)NC(=O)c1ccc(Br)o1	-0.8	0.907	-4.2	21.6	-9.6	0.0	-0.5	23.0	9.3
COc1ccccc1C(c1c(N)n(C)c(=O)n(C)c1=O)C(C)[N+](=O)[O-] (stereo not drawn)	-1.8	0.97	2.5	5.4	-76.9	-1.8	22.4	-5.7	3.0
O=C(CCCN1C(=O)c2ccccc2C1=O)NCCCn1ccnc1	-6.6	0.84	-12.2	3.3	8.6	-1.3	18.0	4.3	16.0
COc1ccc(CN2CCN(Cc3ccco3)CC2)cc1OC	-3.4	1.01	-6.3	0.6	10.3	-0.7	11.5	-5.9	-1.4
COc1cc(C(=O)NCC(c2ccccc2)N(C)C)ccc1OCc1c(C)noc1C (stereo not drawn)	1.4	0.989	-5.8	-2.7	-4.7	-2.6	15.6	-7.5	1.1
O=C(Nc1nnc(C(F)(F)F)s1)c1cccnc1	-1.2	0.984	-6.0	9.6	-7.0	-2.0	2.9	-4.9	1.6
Cc1ccccc1C(=O)NCC(=O)N1CCN(c2ccccn2)CC1	-5.3	0.977	-7.5	9.1	-2.0	-0.8	12.0	-3.6	2.3
O=C(CCc1nc2ccccc2s1)OCC(=O)c1ccccc1	-0.7	1.03	-2.9	13.3	6.9	2.4	-23.9	13.2	-3.4
CC1(C)Cc2c(sc(NC(=O)COc3ccc(Cl)cc3)c2C#N)C(C)(C)N1	-0.1	0.99	-4.8	18.0	12.5	-2.0	24.2	3.5	1.0
CC(=O)NCCN=C(C)c1sc2ccccc2c1O	1.9	0.97	0.8	-14.3	-6.1	-1.2	11.0	-4.8	3.0
COc1cccc(N2CC(C(=O)Nc3nnc(SCC(=O)Nc4ccc(NC(C)=O)cc4)s3)CC2=O)c1 (stereo not drawn)	-2.2	0.952	-9.0	6.3	4.4	-1.5	-2.0	6.5	4.8
N#Cc1ccc(-c2ccc3c(c2)OCO3)nc1SCC(=O)OCc1ccccc1	0.2	0.889	-1.7	3.1	23.1	-3.3	3.8	0.6	11.1
CCN(CC)C1CCN(Cc2cn[nH]c2-c2ccc(OC)c(F)c2)C1 (stereo not drawn)	-0.1	1.01	0.9	8.8	-8.8	-1.9	4.5	-6.4	-1.2
COc1ccc(-c2c(C)n([O-])c(C)c(C)[n+]2=O)cc1OC	4.2	1	-0.8	15.3	-6.0	1.0	7.6	-14.8	-0.2
CCOC(=O)C1CCN(Cc2ccc(C(=O)OC)cc2)CC1	4.9	1.04	0.2	-5.5	-3.8	-2.1	18.6	17.1	-4.5
CC1=NN(c2ccccc2)C(=O)C1/C=C1/NC(=S)NC1=O (stereo not drawn)	-1.0	0.954	-2.0	-7.0	-16.1	-0.6	18.1	11.8	4.6
C=C(C)CSc1nnc(-c2cccc(S(=O)(=O)N(C)C)c2)n1-c1cc(OC)ccc1OC	4.1	0.918	2.5	16.3	0.1	1.4	0.6	15.3	8.2
O=C1Nc2ccccc2O/C1=C\c1ccccc1	0.4	1.01	1.4	34.3	-8.9	1.2	30.4	12.4	-1.5
Cc1cc(N2CCN(C)CC2)nc2ccc(NC(=O)CCC(=O)NCCCOC(C)C)cc12	-4.5	0.975	-12.0	0.4	-9.4	1.1	-4.7	8.9	2.5
Cc1ccsc1C(=O)N1CCCC(CO)(Cc2ccccc2)C1 (stereo not drawn)	-0.8	1.01	-7.2	20.4	-13.9	-1.3	-2.1	14.3	-1.0
COc1ccc(S(=O)(=O)N(C)CC(=O)NCCC2=CCCCC2)cc1OC	5.0	0.949	-6.6	19.0	0.3	2.6	13.4	25.3	5.1
CN1CCN(S(=O)(=O)c2ccc(-c3noc(C4CCN(S(C)(=O)=O)CC4)n3)cc2)CC1	0.2	1.02	-4.6	3.4	3.1	1.1	14.2	9.2	-1.9
COc1ccc2c(CC(=O)OCC(=O)Nc3cccc(S(N)(=O)=O)c3)coc2c1	4.2	0.992	7.5	6.4	-20.5	-1.8	16.4	-21.6	0.8
CC(C)C(C)NC(=O)COC(=O)c1cccc(C(=O)OCC(=O)NC(C)C(C)C)n1 (stereo not drawn)	2.4	1.13	-0.3	-6.2	-19.7	0.1	-0.5	-3.3	-13.2
COCCCN1C(=O)C(=O)/C(=C(/O)c2ccc(S(=O)(=O)N3CCOCC3)cc2)C1c1cccc(Cl)c1 (stereo not drawn)	-6.5	0.944	-5.4	6.8	-36.9	0.4	18.8	-4.0	5.6
CCN(C(=O)c1cnc(NC(C)C)cc1C(F)(F)F)c1ccc(Cl)cc1	-5.1	1.07	-6.6	37.4	-23.0	-3.0	7.6	20.8	-7.2
Cc1cc(CNCc2c(C(=O)N(C)Cc3ccccc3)nc3ccccn23)nn1C	-3.1	0.915	-6.4	10.5	-4.0	0.8	-9.0	11.5	8.5
CC(C)NC(=O)CSc1nc(-c2cccs2)cc(-c2ccccc2)c1C#N	-4.8	1.03	-8.7	13.0	-2.9	-0.6	17.0	-1.8	-2.7
CCOc1ccc(N(CC(=O)Nc2cccc(F)c2)S(=O)(=O)c2c(C)noc2C)cc1	3.4	1.25	1.7	17.6	3.9	-6.2	1.5	10.6	-24.8
O=c1oc2ccc3ccccc3c2cc1-c1nnc(-c2ccccc2)o1	0.5	0.995	-3.5	-16.5	-6.1	-3.0	-3.0	-11.8	0.5
O=C(Nc1ccc2c(c1)CCC2)c1ccc(Br)s1	2.4	0.911	-0.8	31.9	-6.0	-4.5	19.4	61.4*	8.9
Cc1ccccc1C(=O)N1CCC(C(=O)Nc2ccccn2)CC1	0.4	1.06	-3.6	13.4	-13.3	-3.2	3.4	4.4	-6.1
COc1ccc(NC(=O)CCS(=O)(=O)c2cccc3nonc23)cc1Cl	-2.0	0.927	-6.4	0.6	13.9	0.0	6.3	11.4	7.3
CN1CCN(c2cc(C(F)(F)F)nc3ccc(F)cc23)CC1	-0.2	1.02	-3.8	4.3	-9.6	3.8	16.9	18.8	-1.9
N#C/C(=C1\CCCN1)c1nc2ccccc2c(=O)[nH]1	0.8	1.01	-1.1	4.2	-0.3	-1.6	11.8	-17.6	-1.3
COc1ccc(NS(=O)(=O)c2cccc(C(=O)NNC(=O)c3ccc(=O)[nH]c3)c2)cc1	-4.2	0.979	-5.3	-11.6	-1.6	1.7	4.6	3.8	2.1
CC1CC(C)CN(S(=O)(=O)CCNC(=O)c2ccccc2)C1 (stereo not drawn)	2.4	0.996	-2.7	7.4	4.4	1.8	1.1	4.9	0.4

Full records, looked up by structure. Order of values: APOBEC3A inh | mIAP act | A3G deaminase | tim10-1 inh | hIAP inh | beta cell repl | NALP3 yeast inh | TIM10 inh | mIAP block
COc1ccc2c(CC(=O)OCC(=O)Nc3cccc(S(N)(=O)=O)c3)coc2c1 as listed: 4.2 | 0.992 | 7.5 | 6.4 | -20.5 | -1.8 | 16.4 | -21.6 | 0.8
COc1cccc(CNS(=O)(=O)/C=C/c2ccc(OC)c(OC)c2)c1 as listed: -3.6 | 0.933 | -6.3 | 0.8 | -4.6 | -2.1 | 12.5 | 4.6 | 6.7
